VP16 counter = counter-screen for ROR gamma inhibitors: Gal4-VP16 reporter; Drosophila S2 Gal4-VP16 UAS-luciferase, luminescence, 20 h; hit rate 3.5% among 310,000; AID 2546; Potency, µM (series often up to 53.6 µM), without a hit: at the highest dose activity, negative = inhibition, usual class: inhibitors;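 also: Gal4-VP16 expression switched on by copper sulfate through the metallothionein promoter; % is scaled to controls: 0 for no effect and ±100 for the full control effect; nearly all actives have a fitted effect of over 50% in size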
ELG1 genotoxic = inducers of genotoxicity in HEK293T ELG1-luciferase cells; HEK293T ELG1-luciferase reporter, luminescence, 16 h; hit rate 1.3% among 330,000; Potency, µM (titrated, usually from 46 µM), for the others: at the top dose activity change, positive = activation, actives largely listed as activators; also: % of control where 0% means no effect; nearly all actives have a fitted effect of over 60% in size
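Genotoxic stress is detected as increased luminescence from luciferase-tagged ELG1 in HEK293T cells, measured with ONE-Glo after a 16 hr treatment at 37 °C.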
MBNL1-CUG inh = blocks human MBNL1 binding to CUG repeat RNA | TR-FRET MBNL1-His/biotin-(CUG)12 binding, 665/545 ratio | Potency, µM (series often up to 57.5 µM), for the others: top-dose activity change, negative = inhibition, most hits filed as inhibitors | hit rate 0.036% among 280,000; active = well fitted inhibition curve with a large enough effect in the signal ratio, with a control signal flat, not every such curve was filed as active; inconclusive = small, poorly fitted or top-dose-only effect, or effect the other way, or a change in a side signal; inactive = no such curve, though single readings can be large or run the other way; the % refers to the signal ratio; also: % is scaled to controls: 0 for no effect and ±100 for the full control effect
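Inhibition of protein-RNA binding appears as loss of TR-FRET between terbium anti-His antibody on MBNL1-His and streptavidin-XL665 on biotin-(CUG)12. Activity is normalized to buffer-only and uninhibited-complex controls.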
uPA generation = cell surface uPA generation inhibition. cell surface uPA generation assay, qHTS. Potency, µM (top dose mostly 38.3 µM), for the others: top-dose activity change, negative = inhibition, hits mostly inhibitors. hit rate 0.31% among 330,000. AID 540303; active = well fitted inhibition curve with a large enough effect; inconclusive = small, poorly fitted or top-dose-only effect; inactive = no such curve, though single readings can be large or run the other way; tested in mouse RAW 264.7 cells; also: % is scaled to controls: 0 for no effect and ±100 for the full control effect; nearly all actives have a fitted effect of over 55% in size
Rab9 prom act = Rab9 promoter activation | Huh7 Rab9 promoter-luciferase reporter, luminescence, 24 h | Potency, µM (doses to about 9.22 µM), without a hit: at the top dose activation, negative = inhibition, most hits filed as activators | hit rate 2.8% among 320,000 | AID 485297; also: % of control where 0% means no effect; nearly all actives have a fitted effect of over 60% in size
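Cells were plated at 1500 per well in reduced-serum medium with 10% FBS and left 2 h. Compound in DMSO was then added for 24 h at 37 °C. Reporter signal was read by luminescence after 10 min with luciferase detection reagent.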
BRCA1 expr act = activators of BRCA1 expression | hit rate 1.1% among 380,000 | Potency, µM (highest dose often 46.1 µM), inactives show at the top dose activation, most hits filed as activators | MCF7-BRCA1-FFLuc reporter, luminescence, 48 h; response scale: scaled: vehicle 0%, 10 µM genistein 100%; also: nearly all actives have a fitted effect of over 80% in size; some results filed as inactive show a strong effect at the top dose
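Luminescence from a BRCA1-driven firefly luciferase in MCF7 cells was read after 48 h compound exposure at 37 C. Data normalized against DMSO and a 10microM genistein activation control, then curve-fitted across the titration.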
p53 reactivation = re-activators of mutant p53 | H1299 p53-A138V BP100-luciferase reporter, luminescence, 24 h | Potency, µM (titrated, usually from 92.2 µM), for inactives: top-dose activity change, positive = activation, usual class: activators | hit rate 0.063% among 320,000; also: % of control where 0% means no effect; nearly all actives have a fitted effect of over 45% in size
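H1299 (p53-null), stable ts p53-A138V + BP100-Luc; 1000 cells/well, Opti-MEM/10% FBS; cpd 4 pt, 1:5; 24 h, 37 deg C, 5% CO2; detection reagent 10 min RT; luminescence.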
FLuc modulator = firefly luciferase modulation, counter-screen for miR-21 project. P08659. purified FLuc, Km substrates, luminescence inhibition. Potency, µM (top dose mostly 57.5 µM), without a hit: at the highest dose activity change, negative = inhibition, actives largely listed as inhibitors. hit rate 6.9% among 360,000. AID 588342;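 also: plate controls were vehicle for no effect and reference inhibitor for full effect; nearly all actives have a fitted effect of over 55% in size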
Target sequence (P08659 whole entry, looked up): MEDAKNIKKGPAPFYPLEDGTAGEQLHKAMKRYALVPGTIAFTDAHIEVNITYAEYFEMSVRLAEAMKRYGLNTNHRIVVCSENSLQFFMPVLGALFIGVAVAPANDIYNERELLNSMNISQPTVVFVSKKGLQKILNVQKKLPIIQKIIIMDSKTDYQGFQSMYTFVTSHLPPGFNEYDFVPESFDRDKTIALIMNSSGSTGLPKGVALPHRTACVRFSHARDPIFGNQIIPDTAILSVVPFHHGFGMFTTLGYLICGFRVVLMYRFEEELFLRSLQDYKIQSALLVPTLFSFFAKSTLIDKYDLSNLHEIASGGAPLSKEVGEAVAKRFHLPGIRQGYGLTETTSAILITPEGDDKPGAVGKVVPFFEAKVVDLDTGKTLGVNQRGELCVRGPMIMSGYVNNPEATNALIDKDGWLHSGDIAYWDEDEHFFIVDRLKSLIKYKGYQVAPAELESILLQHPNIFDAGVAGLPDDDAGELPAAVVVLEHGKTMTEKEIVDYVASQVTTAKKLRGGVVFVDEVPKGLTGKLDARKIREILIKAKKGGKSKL
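Purified P. pyralis luciferase (10nM final) with 10uM D-luciferin and 10uM ATP (Km levels) in 50mM Tris acetate pH 7.5, 10mM Mg acetate, 0.01% Tween-20, 0.05% BSA; qHTS 6-point titration, ~60 µM downward; luminescence read.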
RORg inh = inhibitors of mouse ROR gamma transcriptional activity; P51450; Drosophila S2 Gal4-RORgamma UAS-luciferase reporter, 20 h; Potency, µM (highest dose often 53.6 µM), for inactives: at the highest dose activity change, negative = inhibition, most hits filed as inhibitors; hit rate 5.4% among 310,000; AID 2551; also: % is scaled to controls: 0 for no effect and ±100 for the full control effect; nearly all actives have a fitted effect of over 60% in size
Target sequence (P51450 whole entry, looked up, the tested form may be a part): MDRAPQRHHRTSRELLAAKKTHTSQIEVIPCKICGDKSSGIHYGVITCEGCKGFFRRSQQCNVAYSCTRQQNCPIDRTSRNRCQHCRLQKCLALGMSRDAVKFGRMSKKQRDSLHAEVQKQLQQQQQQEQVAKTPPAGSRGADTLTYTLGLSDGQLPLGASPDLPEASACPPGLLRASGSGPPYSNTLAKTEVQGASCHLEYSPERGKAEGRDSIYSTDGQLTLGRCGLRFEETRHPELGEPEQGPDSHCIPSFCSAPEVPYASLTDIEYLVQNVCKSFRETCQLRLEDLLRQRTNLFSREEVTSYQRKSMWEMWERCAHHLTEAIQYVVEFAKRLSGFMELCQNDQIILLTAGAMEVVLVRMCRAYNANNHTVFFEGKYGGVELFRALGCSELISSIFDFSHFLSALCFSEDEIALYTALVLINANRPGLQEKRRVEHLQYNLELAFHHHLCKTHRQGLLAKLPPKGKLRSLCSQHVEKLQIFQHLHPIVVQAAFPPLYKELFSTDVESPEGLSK
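Stable Schneider cell line, Gal4 DNA-binding domain fused to ROR gamma, UAS-luciferase. Cmpd 1 hr RT → CuSO4 700 uM final → 20 hr RT → luciferase reagent 10 min → luminescence.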
NPC1 prom act = activators of NPC1 promoter | Huh7 NPC1 promoter luciferase reporter, 24 h | Potency, µM (doses to about 9.22 µM), without a hit: at the top dose activation, most hits filed as activators | hit rate 2.4% among 320,000 | AID 485313;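 also: % of control where 0% means no effect; nearly all actives have a fitted effect of over 60% in size; reporter is driven by a mutant NPC1 promoter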
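NPC1 promoter–luciferase Huh7 cells; 24 h compound; luminescence.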
The depositor's hits bear a star; ? = inconclusive; . = no result given; [ ] = another dose, or the depositor's remark. Unless noted, calls follow the shape of the dose curve; as a rule, active = well fitted curve in the direction sought with a large enough effect; inconclusive = small, poorly fitted or top-dose-only effect, or another doubt; inactive = no such curve, though single readings can be large; an effect the other way counts as inactive or inconclusive. Potency is read from the fitted curve at half-maximal effect.

#	structure	VP16 counter	ELG1 genotoxic	MBNL1-CUG inh	uPA generation	Rab9 prom act	BRCA1 expr act	p53 reactivation	FLuc modulator	RORg inh	NPC1 prom act
1	COCCCNC(=O)c1c(N)n(-c2ccc(S(N)(=O)=O)cc2)c2nc3ccccc3nc12	-22%	2%	?	13%	-6%	-11%	0%	0%	-42%	-5%
2	O=C(CCNC(=O)C1CCN(S(=O)(=O)c2ccccc2)CC1)Nc1ccccc1	-11%	1%	-3%	-5%	0%	-52%	-2%	-1%	-8%	1%
3	COCCNC(=O)c1cc2ncc(Br)cn2n1	-4%	6%	5%	.	1%	1%	-1%	5%	0%	1%
4	Cc1ccc(-c2noc(-c3ccccc3C(=O)N3CCN(C)CC3)n2)cc1	-1%	?	6%	3%	15%	2%	?	?	-1%	0%
5	COCCn1c(SCC(=O)Nc2cc(C(C)(C)C)nn2-c2ccccc2)nnc1-c1ccncc1	1%	0%	1%	-1%	-10%	-1%	-12%	-2%	1%	-2%
6	COc1ccc(-c2ccnc(SCC(=O)c3ccc(Br)cc3)n2)cc1	-11%	-2%	?	-6%	-1%	3%	-12%	5%	16%	0%
7	CCCCOC(=O)c1ccc(NC(=O)C(=O)CC(=O)c2ccc(OC)cc2)cc1	?	-2%	-7%	-4%	-2%	1%	-5%	-2%	-41%	-3%
8	Nc1ccc(C(=O)OCC(=O)N2CCOCC2)cc1[N+](=O)[O-]	-14%	?	?	-2%	?	11µM*	?	?	-37%	?
9	CCN(CC)C(=O)c1cnn(-c2ccccc2)c1NC(=O)c1cccc(F)c1	-5%	1%	-1%	1%	-10%	-13%	0%	1%	8%	-1%
10	COc1ccc(/C=N/N2C(=O)c3ccccc3C2=O)cc1	-4%	-4%	?	-3%	-1%	-18%	?	2.1µM*	18%	1%
11	COc1cc2c(cc1OC)CN(Cc1nc3ccsc3c(=O)[nH]1)CC2	2%	8%	?	10%	-7%	8%	5%	5%	?	0%
12	CCCC(=O)Nc1cc(C(=O)O)ccc1Sc1ccc(C)cc1	1%	0%	4%	-3%	2%	4%	4%	?	-1%	-3%
13	CCOc1ccc(C)cc1S(=O)(=O)n1cnc2ccccc21	-9%	5%	-6%	?	-20%	-38%	-39%[inhibitor]	-1%	-5%	-30%[inhibitor]
14	O=C(COC(=O)c1ccc(S(=O)(=O)N2CCCCC2)cc1)Nc1ccccc1Cl	.	1%	.	8%	1%	0%	-3%	1%	.	0%
15	O=C(COc1nncc2ccccc12)Nc1ccc(F)c(F)c1	-3%	-1%	?	.	5%	6%	1%	-3%	22%	-1%

Quoted from the listing:
COCCCNC(=O)c1c(N)n(-c2ccc(S(N)(=O)=O)cc2)c2nc3ccccc3nc12 @ RORg inh = -42%
CCCCOC(=O)c1ccc(NC(=O)C(=O)CC(=O)c2ccc(OC)cc2)cc1 @ BRCA1 expr act = 1%

Next section
#	structure	VP16 counter	ELG1 genotoxic	MBNL1-CUG inh	uPA generation	Rab9 prom act	BRCA1 expr act	p53 reactivation	FLuc modulator	RORg inh	NPC1 prom act
16	O=C(NCCc1ccccc1)C1=COCCO1	.	?	.	1%	3.2µM*	?	?	17µM*	.	2.5µM*
17	CCOc1ccc(NC(=O)Cn2nc(C(N)=O)c3ccccc3c2=O)cc1S(=O)(=O)N1CCCC1	.	-1%	.	11%	1%	0%	1%	-4%	.	1%
18	C=CCC(CC=C)(NC(=O)c1cccc(C)c1)c1ccccc1	-2%	-1%	.	14%	-8%	-12%	6%	0%	12%[10 µM]	0%
19	O=c1c2ccccc2nc2n1CCCCN2	-2%	-5%	3%	-1%	9%	-9%	0%	1%	20%	-2%
20	CCn1c(CSc2nc3ccccc3s2)nnc1SCC(=O)c1ccc(O)c(O)c1	-9%	-2%	2%	?	-3%	-12%	-2%	-10%	14µM*	-2%
21	CCC(=O)NC(=S)Nc1ccc(NC(=O)COc2ccccc2)cc1	?	-1%	?	1%	9%	19%	?	4%	-36%	-2%
22	CCOc1cc(NC(=S)NCC2CCCO2)c(OCC)cc1NC(=O)CC(C)C (stereo not given)	-13%	0%	-9%	4%	-1%	-2%	7%	-2%	11µM*	-6%
23	CCn1c(SCC(=O)OC2CCCCC2)nnc1-c1ccncc1	6%	-1%	6%	0%	-1%	22%	-1%	3%	-5%	8%
24	CC1=NN(Cc2ccccc2)C(=O)/C1=C/c1ccc(N(C)C)cc1	4%	2%	?	-16%	5%	-6%	0%	6.7µM*	20%	-14%
25	CC(C)C(=O)Nc1cccc(NC(=S)NC(=O)c2cccs2)c1	?	19%	32%[activator]	-11%	2.8µM*	83%	24%	-16%	-40%	2.8µM*
26	Cc1cc(C)c(S(=O)(=O)N2CCN(C(=O)CN3C(=O)NC4(CCCC4)C3=O)CC2)c(C)c1	1%	-5%	1%	28%	-3%	-29%	-3%	0%	10%	2%
27	O=C(c1cccs1)n1nc(NCc2ccccc2)nc1NCc1ccccc1	?	-2%	?	-2%	-6%	-30%	-7%	-7%	33%	-3%
28	COC(=O)c1cc(OC)c(OC)cc1NC(=O)c1ccccc1	10%	-7%	7%	-3%	0%	-26%	-1%	2%[2.3 µM]	12%	-5%
29	COc1ccc(C2CC(c3cccs3)=NN2C(=O)CSc2nc3ccccc3o2)cc1 (stereo not given)	-2%	-3%	.	4%	-3%	-35%	0%	6%	-18%	-1%
30	Cc1cc2n(n1)C(c1ccccc1)Nc1ccccc1-2 (stereo not given)	.	7%	-1%	-6%	-6%	7%	-5%	4%	38%[0.365 µM]	2%

Pulled one by one from above, 3 records:
#	structure	VP16 counter	ELG1 genotoxic	MBNL1-CUG inh	uPA generation	Rab9 prom act	BRCA1 expr act	p53 reactivation	FLuc modulator	RORg inh	NPC1 prom act
16	O=C(NCCc1ccccc1)C1=COCCO1	.	?	.	1%	3.2µM*	?	?	17µM*	.	2.5µM*
18	C=CCC(CC=C)(NC(=O)c1cccc(C)c1)c1ccccc1	-2%	-1%	.	14%	-8%	-12%	6%	0%	12%[10 µM]	0%
26	Cc1cc(C)c(S(=O)(=O)N2CCN(C(=O)CN3C(=O)NC4(CCCC4)C3=O)CC2)c(C)c1	1%	-5%	1%	28%	-3%	-29%	-3%	0%	10%	2%

Further structures follow:
#	structure	VP16 counter	ELG1 genotoxic	MBNL1-CUG inh	uPA generation	Rab9 prom act	BRCA1 expr act	p53 reactivation	FLuc modulator	RORg inh	NPC1 prom act
31	COc1ccc(NC(=O)c2cc(=O)c3ccccc3o2)cn1	-11%	-3%	?	6%	0%	69%	2%	-3%	14%	-2%
32	COc1cc(NC(=O)CSc2nnnn2C2CCCC2)cc(OC)c1	-10%	6%	3%	2%	-4%	-11%	7%	-1%	-1%	7%
33	O=C(O)CCCCCN1C(=O)C(O)=C(C(=O)/C=C/c2ccccc2)C1c1ccccc1[N+](=O)[O-] (stereo not given)	2%	2%	?	1%	19%	0%	4%	?	15%	14%
34	Cc1ccccc1N1CCN(C(=O)CN2C(=O)c3ccccc3C2=O)CC1	4%	12%	?	-3%	11%	27%	-1%	?	2%	10%
35	Cc1ccc(NC(=O)Nc2ccc3c(c2)nc(C)n3C)cc1C	-17%	?	-5%	.	0.63µM*	.	?	2.7µM*	42%	1.3µM*
36	OCC[C@@H]1C[C@H](O)[C@@H](O)[C@@]2(CCc3ccccc3O2)O1	11%	0%	0%	6%	-8%	-2%	.	-2%	7%	-1%
37	Cc1ccc(CN(C)C(=O)c2ccccc2Oc2ccccc2)o1	?	2%	-1%	-8%	-1%	-16%	5%	-4%	-27%	0%
38	CC(C)N1C(=O)CCN(C=O)c2ccccc21	15%	-1%	-2%	9%	1%	8%	-3%	-1%	-28%	-4%
39	CC(C(=O)Nc1cccc([N+](=O)[O-])c1)N1CCN(C/C=C/c2ccccc2)CC1 (stereo not given)	7%	-5%	?	-4%	-7%	-30%	-9%	0%	16%	-1%
40	Cc1ccccc1Nc1nc(N)c2ccccc2n1	?	?	-11%	-15%	0.5µM*	?	-2%	1.7µM*	?	0.71µM*
41	CCOC(=O)CSC1=C(C#N)C(c2ccc(OC)cc2)C2=C(CC(C)(C)CC2=O)N1 (stereo not given)	20µM*	-2%	?	-6%	-3%	2%	-5%	3%	?	-4%
42	CCOc1ccc(NCC(=O)c2ccc(C)cc2)cc1	-6%[10 µM]	2%	0%	.	3%	-66%	1%	?	-32%	5%
43	COc1ccc(N(Cc2cc3cc(OC)ccc3[nH]c2=O)S(=O)(=O)c2ccc(NC(C)=O)cc2)cc1	1%	-4%	31%[activator]	0%	1%	-15%	-8%	-1%	-7%	-1%

Arranged by molecular weight (smallest number first): 3 of the compounds above
#	structure	VP16 counter	ELG1 genotoxic	MBNL1-CUG inh	uPA generation	Rab9 prom act	BRCA1 expr act	p53 reactivation	FLuc modulator	RORg inh	NPC1 prom act
40	Cc1ccccc1Nc1nc(N)c2ccccc2n1	?	?	-11%	-15%	0.5µM*	?	-2%	1.7µM*	?	0.71µM*
36	OCC[C@@H]1C[C@H](O)[C@@H](O)[C@@]2(CCc3ccccc3O2)O1	11%	0%	0%	6%	-8%	-2%	.	-2%	7%	-1%
33	O=C(O)CCCCCN1C(=O)C(O)=C(C(=O)/C=C/c2ccccc2)C1c1ccccc1[N+](=O)[O-] (stereo not given)	2%	2%	?	1%	19%	0%	4%	?	15%	14%
